PI4K2A inh = qHTS for small molecular inhibitors of PI4K2A; Phosphatidylinositol 4-kinase type 2-alpha (Homo sapiens), Q9BTU6; purified PI4K2A, ADP-Glo luminescence, 1 h; stronger effect = lower value; activity change, negative = inhibition, % at 76.9 µM; actives 0.13% (n = 420,000); AID 1346378, 2018; in the data active means activity change below about -50%; inconclusive means mostly about -30% to -49%;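 further: -100% = wells without enzyme as full effect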
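Compounds are screened against recombinant PI4K2A using PI as substrate and ATP, the latter dispensed at 300 microM. Reactions run one hour at ambient temperature before ADP-Glo detection; full inhibition defined by wells lacking enzyme.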
IDH1 R132H inh = qHTS for Inhibitors of mutant isocitrate dehydrogenase 1 (IDH1): qHTS; IDH1-R132H enzyme, NADPH consumption, diaphorase/resazurin fluorescence; Potency, µM (doses to about 76.6 µM), for inactives: at the top dose activity change, negative = inhibition, most hits filed as inhibitors; actives 0.093% (n = 390,000); further: potency means the concentration at half of the fitted maximal effect; on the % scale 0 is the no-effect control and ±100 the full control effect; nearly all actives have a fitted effect of over 65% in size
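IDH1-R132H (0.5 ug/mL) preincubated 30 min with compound, then NADPH (0.016 mM) and alpha-KG (2 mM) added; 80 min at RT, pH 7.5. Remaining NADPH coupled via diaphorase/resazurin to fluorescence (540/590 nm); concentration-response curves normalized to no-enzyme control.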
TRHR ag = qHTS for Small Molecule Agonists and Allosteric Enhancers of Human TRH Receptor: Primary Screen for Agonists; activation, % at 2 µM; actives 0.18% (n = 360,000); Thyrotropin-releasing hormone receptor (Homo sapiens), P34981; TRHR cells, calcium flux fluo-8, FDSS agonist mode; in the data active means activation above about 30%; further: 0% is about no effect
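Agonist-mode FDSS calcium read (Ex 480/Em 530, 1 s cycles) in 1536-well TRHR cells with fluo-8 dye, after 10-cycle baseline and 23 nL compound addition; TRH at EC20 (10 nM final) added afterwards for the enhancer phase.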
TRHR PAM = qHTS for Small Molecule Agonists and Allosteric Enhancers of Human TRH Receptor: Primary Screen for Enhancers. Thyrotropin-releasing hormone receptor (Homo sapiens), P34981. TRHR cells, fluo-8 calcium fluorescence, EC20 TRH enhancement. enhancement, % at 2 µM. actives 0.66% (n = 360,000). AID 493056, 2011; in the data active means enhancement above about 30%; further: 0% is about no effect
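Enhancer read-out: after compound pinning and an initial kinetic agonist-mode read, an EC20 of TRH (10 nM final) was injected and fluo-8 calcium signal (Ex 480/Em 530) followed at 1 s/cycle for 100 cycles in TRHR-expressing cells.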
TrxR1 substrate = qHTS Assay for Substrates of Mammalian Selenoprotein Thioredoxin Reductase 1 (TrxR1): qHTS; Thioredoxin reductase 1, cytoplasmic (Rattus norvegicus), O89049; purified TrxR1 substrate turnover, NADPH consumption readout; Potency, µM (top dose mostly 114 µM), for the others: at the highest dose activity change, negative = substrate turnover; actives 0.01% (n = 390,000); AID 588456, 2011; further: potency means the concentration at half of the fitted maximal effect; on the % scale 0 is the no-effect control and ±100 the full control effect; nearly all actives have a fitted effect of over 50% in size
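Rat TrxR1, dispensed at 90 nM, was prereduced with 400 uM NADPH (final) for 5 min at ~22 deg C, then incubated with compound 15 min before 400 uM selenite. A first-read NADPH fluorescence drop versus no-compound background flagged substrates.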
D2 antagonist = HTS Assay for Allosteric Antagonists of the Human D2 Dopamine Receptor: Primary Screen for Antagonists; AID 485344, 2010; actives 2% (n = 340,000); D(2) dopamine receptor (Homo sapiens), P14416; HEK293 TREx D2 cells, calcium flux, dopamine EC80; inhibition, % at 10 µM; in the data active means inhibition above about 30%; further: 0% is about no effect
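Dopamine at EC80 is the agonist stimulus; test compounds precede it by 180 s. Calcium flux read kinetically in a force-coupled, inducible HEK293 T-REx D2 cell line.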
D2 agonist = HTS Assay for Allosteric Agonists of the Human D2 Dopamine Receptor: Primary Screen for Agonists. HEK293 T-REx D2 cells, calcium flux agonist mode. actives 0.53% (n = 340,000). D(2) dopamine receptor (Homo sapiens), P14416. activation, % at 2 µM;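 active means activation over 3 SD above normal in the single-dose calcium agonist read, cut at about 30% in these data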; further: 0% is about no effect
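Agonism is scored from calcium flux in a force-coupled, inducible HEK293 cell line expressing D2, read kinetically for 180 s after compound addition against dopamine controls.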
TrxR1 inh = qHTS Assay for Inhibitors of Mammalian Selenoprotein Thioredoxin Reductase 1 (TrxR1): qHTS | Thioredoxin reductase 1, cytoplasmic (Rattus norvegicus), O89049 | recombinant rTrxR1, NADPH fluorescence consumption, selenite substrate | Potency, µM (top dose mostly 114 µM), inactives show at the top dose activity change, negative = inhibition, actives largely listed as inhibitors | actives 1% (n = 390,000) | AID 588453, 2011; further: potency means the concentration at half of the fitted maximal effect; on the % scale 0 is the no-effect control and ±100 the full control effect; nearly all actives have a fitted effect of over 65% in size
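Rat TrxR1 (90 nM in the dispensed reagent) was pre-reduced with 400 uM NADPH for 5 min at room temperature, then incubated with compound for 15 min. After 400 uM selenite was added, NADPH fluorescence (Ex 340/Em 450 nm) was followed for 8 min.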
USP1-UAF1 inh = Inhibitors of USP1/UAF1: Primary Screen; Ubiquitin carboxyl-terminal hydrolase 1 (Homo sapiens), O94782; recombinant USP1/UAF1, Ub-Rhodamine cleavage fluorescence; Potency, µM (series often up to 57.1 µM), inactives show at the top dose activity change, negative = inhibition, actives largely listed as inhibitors; actives 0.23% (n = 390,000); further: potency means the concentration at half of the fitted maximal effect; on the % scale 0 is the no-effect control and ±100 the full control effect; nearly all actives have a fitted effect of over 60% in size; inactives centre near -12
Target sequence (O94782 whole entry, looked up): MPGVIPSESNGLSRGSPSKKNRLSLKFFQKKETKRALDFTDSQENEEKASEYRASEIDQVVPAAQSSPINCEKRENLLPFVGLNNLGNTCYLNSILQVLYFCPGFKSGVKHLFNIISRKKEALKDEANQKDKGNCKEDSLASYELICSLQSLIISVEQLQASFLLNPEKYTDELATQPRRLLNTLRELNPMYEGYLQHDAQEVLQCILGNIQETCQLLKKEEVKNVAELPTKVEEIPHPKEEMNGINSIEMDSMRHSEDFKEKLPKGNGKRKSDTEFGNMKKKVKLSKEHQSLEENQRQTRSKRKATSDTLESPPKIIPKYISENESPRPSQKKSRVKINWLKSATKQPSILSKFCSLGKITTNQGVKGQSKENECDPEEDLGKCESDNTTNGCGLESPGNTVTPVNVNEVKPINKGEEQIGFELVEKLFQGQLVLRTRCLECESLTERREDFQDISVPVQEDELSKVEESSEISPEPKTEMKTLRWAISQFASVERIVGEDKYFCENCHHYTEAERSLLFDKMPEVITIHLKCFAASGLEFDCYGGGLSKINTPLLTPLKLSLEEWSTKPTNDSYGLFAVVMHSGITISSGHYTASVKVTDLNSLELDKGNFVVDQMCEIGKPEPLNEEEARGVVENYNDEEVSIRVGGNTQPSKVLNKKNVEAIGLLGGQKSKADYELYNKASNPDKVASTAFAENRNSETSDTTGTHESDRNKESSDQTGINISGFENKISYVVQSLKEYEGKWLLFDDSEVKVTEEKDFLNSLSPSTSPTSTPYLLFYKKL
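In this screen, compounds sit with the deubiquitinase complex (1nM) for 15 min at room temperature before Ub-Rho is added at 150nM final. Fluorescence rise is then followed for 6 reads every 60 seconds.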
An asterisk follows results filed as active; ? = inconclusive; nt = not tested or not shown; & = joins results of further samples; [ ] = dose if it differs, or a comment. Unless noted, the call rests on the fitted dose curve; in most records, active means well fitted inhibition curve with a large enough effect; inconclusive means small, poorly fitted or top-dose-only effect; inactive means no such curve, though single readings can be large or run the other way.

SMILES	PI4K2A inh	IDH1 R132H inh	TRHR ag	TRHR PAM	TrxR1 substrate	D2 antagonist	D2 agonist	TrxR1 inh	USP1-UAF1 inh
COc1cccc(NC(=S)NNC(=O)Cn2nc(C(F)F)cc2C(F)F)c1	-8	0%	-0.5	26	-1%	-18	0.4	-9%	-6%
CCCNC(=O)c1ccc2c(=O)c(O)c(-c3ccc(OC)cc3)[nH]c2c1	1	10%	2.2	-5	0%[57.1 µM]	21	0.5	16%	-28%
c1ccc(-c2cn(C[C@H]3CC[C@@H]([C@@H]4CC[C@H](Cn5cc(-c6ccccn6)nn5)O4)O3)nn2)nc1	0	-12%	0.1	-2	8%[57.1 µM]	-7	-0.3	20%[57.1 µM]	-27%
O=[N+]([O-])c1cccc(-c2cn(-c3ccccc3)c(=S)[nH]2)c1	-2	0%	-0.8	-2	2%	-7	-0.4	14%	-19%
Cc1ccc(C)c(C(=O)COC(=O)c2nn(C)c(=O)c3ccccc23)c1	5	-4%	0.5	1	-20%	-30	-1.4	-11%	-5%
CCc1ccc(CNc2ccc3c(c2)ncn3C(C)(C)C)cc1	2&-6	-2%&-4%	-0.7&4.0	6&17	2%&10%	-28	4.3	13%&24%	-23%&6%
COC(=O)c1ccc(/C=N/N2CCN(Cc3ccccc3Cl)CC2)cc1	11	7%	-0.6	-5	0%	-10	0.0	14%	-16%
CC(C)COP(=O)(c1ccc(N(C)C)cc1)C(Nc1ccccc1)c1cccnc1 (configuration not stated)	-4	3%	-0.1	8	-5%	17	1.0	-11%	-7%
Cc1ccc(C)c(NC(=O)Cn2c(=O)n(-c3ccc(CC(=O)NCC4CCCO4)cc3)c(=O)c3ccccc32)c1 (configuration not stated)	1	-1%	-1.0&0.3	-4&5	0%	-3	-0.5&-0.1	14%	?
CC(c1ccco1)N(C(=O)c1ccc(C#N)cc1)c1ccccn1 (configuration not stated)	0	2%	0.6	3	-2%	-9	-0.7	-16%	-19%
O=C1OCCC1Sc1nnc(-c2cccc(Br)c2)o1 (configuration not stated)	3	0%	-0.2	4	2%	14	0.2	16%	-14%
Cc1ccc(C(=O)/C=C/c2c(C)nn(-c3ccccc3)c2Cl)cc1	4	13%	-0.6	5	8%[11.4 µM]	5	-0.1	20%[11.4 µM]	-6%
CN(C)/C=C1/C(=O)N(c2ccc([N+](=O)[O-])cc2)N=C1c1ccccc1	nt	nt	-0.9	12	nt	-8	-0.3	nt	nt
COCc1cc(=O)n2[nH]cc(-c3ccsc3)c2n1	2	5%	-0.1	-7	23%[57.1 µM]	11	-1.5	4%[57.1 µM]	-17%
COC(=O)C(NC(C)=O)(Nc1nc2c(s1)CCCC2)C(F)(F)F (configuration not stated)	5	4%	0.1	-3	9%[57.1 µM]	-5	0.7	-47%	-22%
CC(=O)N1/C(=C/c2ccc(N(C)C)cc2)C(=O)c2ccccc21	-6	14%	3.9	12	-5%	-6	0.0	40µM*	-11%
CCN(Cc1cnn(C)c1)Cc1nc(C2(c3ccc(C)cc3)CCCC2)no1	2	0%	0.6	-4	-4%	16	0.6	10%	-22%
O=C(COC(=O)c1cccc(Cl)c1)Nc1cc(S(=O)(=O)N2CCOCC2)ccc1N1CCOCC1	-1	4%	nt	nt	-6%	nt	nt	6%	-2%
Cc1ccccc1C(=O)Nc1ccnn1C1CCN(Cc2ccccn2)CC1	0	-6%	0.3	4	3%	-5	0.5	-26%	-7%
O=C(NCCc1ccc(Cl)cc1)C(=O)NCC(c1ccco1)S(=O)(=O)c1ccccc1 (configuration not stated)	0	-4%	-0.7	6	6%[57.1 µM]	nt	-1.0	23%[57.1 µM]	-19%

One compound at a time, as listed above. Order of screens: PI4K2A inh | IDH1 R132H inh | TRHR ag | TRHR PAM | TrxR1 substrate | D2 antagonist | D2 agonist | TrxR1 inh | USP1-UAF1 inh
CC(=O)N1/C(=C/c2ccc(N(C)C)cc2)C(=O)c2ccccc21 across the screens: -6 | 14% | 3.9 | 12 | -5% | -6 | 0.0 | 40µM* | -11%
COCc1cc(=O)n2[nH]cc(-c3ccsc3)c2n1 across the screens: 2 | 5% | -0.1 | -7 | 23%[57.1 µM] | 11 | -1.5 | 4%[57.1 µM] | -17%
COc1cccc(NC(=S)NNC(=O)Cn2nc(C(F)F)cc2C(F)F)c1 across the screens: -8 | 0% | -0.5 | 26 | -1% | -18 | 0.4 | -9% | -6%
COC(=O)C(NC(C)=O)(Nc1nc2c(s1)CCCC2)C(F)(F)F (configuration not stated) across the screens: 5 | 4% | 0.1 | -3 | 9%[57.1 µM] | -5 | 0.7 | -47% | -22%
CN(C)/C=C1/C(=O)N(c2ccc([N+](=O)[O-])cc2)N=C1c1ccccc1 across the screens: nt | nt | -0.9 | 12 | nt | -8 | -0.3 | nt | nt

Additional structures follow:
SMILES	PI4K2A inh	IDH1 R132H inh	TRHR ag	TRHR PAM	TrxR1 substrate	D2 antagonist	D2 agonist	TrxR1 inh	USP1-UAF1 inh
Cc1cccc(OCCC(=O)OCC(=O)N2CCc3ccccc32)c1	-1	3%	-0.9	-1	-4%[57.1 µM]	2	0.0	13%[57.1 µM]	-21%
CCOc1ccccc1OCCN1CCC(Cc2ccccc2)CC1	1	4%	-0.6	-1	3%[57.1 µM]	64*	-2.1	5%[57.1 µM]	-1%
O=C(/C=C/c1ccccc1Cl)Nc1ccc(Cl)cn1	-7	6%	0.6	1	10%[57.1 µM]	14	0.1	10%[57.1 µM]	-10%
COc1cc(-n2c(C)nc3cc(C(=O)NCC4CCCO4)ccc32)cc(OC)c1OC (configuration not stated)	-4	-3%	-2.3	7	8%	24	-0.9	30%	-29%
CN1C(=O)C(CCC(N)=O)NC1=S (configuration not stated)	-3	-4%	0.5	-2	-2%	-3	0.2	15%[57.1 µM]	3%
COc1ccccc1N1CCN(C(=O)CCc2ccc(S(=O)(=O)NC(C)C)cc2)CC1	-4	-2%	-2.1	1	-1%	-5	-0.2	-7%	-15%
O=C(N=C1SC2CS(=O)(=O)CC2N1CCc1ccc(F)cc1)C1CCCCC1 (configuration not stated)	-1	5%	2.2	1	15%	28	0.8	3%	-14%
CC1CCC2(CC1)NC(=O)N(CC(=O)Nc1ccc3[nH]c(=O)[nH]c3c1)C2=O (configuration not stated)	0	0%	0.0	0	1%[57.1 µM]	-21	0.6	10%[57.1 µM]	-9%
CN1C(=O)/C(=C2\SC(=S)N(CC3CCCO3)C2=O)c2ccccc21 (configuration not stated)	nt	nt	-0.3	-3	nt	-4	-0.3	nt	nt
O=C(CCN1CCOCC1)NNC(=S)NC(=O)c1ccccc1	0	-1%	0.3	0	0%[57.1 µM]	-16	-0.1	-21%[57.1 µM]	-16%
COc1ccc(OCCCC(=O)NNC(=O)CCN2CCN(c3ccccc3)CC2)cc1	-2	5%	0.3	-2	-6%	71*	83*	-3%	-19%
COc1ccccc1-c1cn(C(C)(C)C)nc1C	-2	3%	-0.6	-7	0%	5	-0.9	15%	-19%
O=C(COc1ccc2ccc(=O)oc2c1)Nc1ccc(CCO)cc1	-3	7%	0.0	-3	9%	-5	0.8	9%	-20%
COc1ccc(CCNC(=O)C(NC(=O)OCc2ccccc2)C(C)C)cc1OC (configuration not stated)	-5	-4%	-1.1	-22	-3%[57.1 µM]	4	0.1	-20%[57.1 µM]	-8%
CC(C)(O[C@@H]1O[C@H](CO)[C@@H](O)[C@H](O)[C@H]1O)[C@H]1Cc2cc3ccc(=O)oc3cc2O1	3	0%[38.3 µM]	0.9	-4	598%[activator]	-10	1.5	19%	-30%
CCOc1ccc(C(=O)C[n+]2ccccc2C)cc1	-4	6%	0.5	-4	1%[57.1 µM]	-8	-0.6	-5%[57.1 µM]	-8%
CCOc1ccc(CCNC(=O)c2cn(CC)c3ccc(S(=O)(=O)N4CCCCCC4)cc3c2=O)cc1OCC	-4	0%	0.6	-8	0%	nt	-0.8	22%	?
Cc1ccc2[nH]c(=O)c(CN(CCO)C(=O)N(C)C)cc2c1	1	0%	nt	nt	13%	nt	nt	12%	-7%
CCCS(=O)(=O)N1CCC(C(=O)NCCc2ccccc2)CC1	5	1%	0.0	-1	13%[57.1 µM]	-2	-1.3	25%[57.1 µM]	-15%
N#CCCn1cc(C(=O)Nc2ccccc2Br)c(-c2cccs2)n1	-4	0%	0.2	-13	-2%	3	-2.2	16%	-12%
Cc1ccsc1CN(C)CC(=O)Nc1cccc(S(=O)(=O)N(C)c2ccccc2)c1	-1	0%	0.8	-5	-3%	-3	-0.4	1%	-12%
O=C(Cc1c(F)cccc1Cl)Nc1ccc(S(=O)(=O)N2CCCC2)cc1	1	1%	-0.1	0	-1%	-2	-2.5	7%	2%
COc1cc(C(=O)NC(C)C2CC3CCC2C3)cc(OC)c1OC (configuration not stated)	0	1%	-0.6	-9	6%[57.1 µM]	-19	0.9	4%[57.1 µM]	-16%
Cc1ccc(S(=O)(=O)c2nc(NCCN(C)C)sc2Cl)cc1	2	3%	0.3	-2	3%	26	0.0	8%	-18%
O=[N+]([O-])c1cccc(N2Cc3ccccc3C2)c1	3	9%	0.2	-6	-4%[57.1 µM]	11	0.6	8%[57.1 µM]	-22%
S=C(N/N=C/c1ccco1)NC1CC2CCC1C2 (configuration not stated)	0	5%	0.7	5	6%[57.1 µM]	nt	nt	-5%[57.1 µM]	-6%
O=C(Nc1nc(-c2ccccn2)cs1)c1cccc(S(=O)(=O)N2CCOCC2)c1	-6	1%	-1.0	2	-4%	4	0.2	-11%	?
